Compound activity as filed in PubChem BioAssay.
Cav3 T inh: human Cav3.2 channel inhibition, primary screen; O95180; B-score at 10 µM; AID 449739; Cav3.2-expressing cells, Fluo-4 calcium fluorescence FDSS; hits give low values; 100,000 compounds, 4% hits;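 active means single-dose well whose peak fluorescence ratio is a statistical outlier from its plate by either plate-standardised score or position-corrected B-score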
* = called active by the depositor. Not all compounds are listed; count on the stated rates, not on these rows.

SMILES | Cav3 T inh
C=CCn1c(SCc2cccc(C#N)c2)nnc1-c1ccccc1O | -0.159
O=C(CSc1ncn[nH]1)NC12CC3CC(CC(C3)C1)C2 | -0.133
CCn1c(N2CCN(C(=O)Nc3ccc(F)cc3)CC2)nc2ccccc21 | -0.269
O=C(NCc1cccc(Cl)c1)c1cccc(C(F)(F)F)c1 | 0.0246
Cc1c(C(=O)N(C)C)sc2nc(-c3ccccn3)[nH]c(=O)c12 | 2.03
O=C(CNC(=O)c1cccs1)NCC(=O)OCc1cccc(Cl)c1 | 0.227
CN(C)S(=O)(=O)c1cccc(NC(=O)COC(=O)CCc2nc3ccccc3s2)c1 | -0.403
Cc1cc(C(=O)CSc2nnnn2C)c(C)n1-c1cccc(F)c1 | 1.07
COc1ccc(C2C(=O)N(CCc3ccccc3)CC(=O)N2C2CCCCC2)cc1 (stereo unspecified) | -1.21
CC1CC(C)CN(c2ccc(C(=O)OCC(=O)NC3CCCc4ccccc43)cc2[N+](=O)[O-])C1 (stereo unspecified) | -3.96
O=C(COc1ccc(CO)cc1)Nc1ccc(F)cc1 | -0.0864
CCCCOc1ccccc1NC(=O)Cn1c(-c2nonc2N)nc2ccccc21 | -4.24*
CCOc1ccc(NC(=O)[C@@H](NC(=O)c2ccccc2)[C@@H](C)CC)cc1 | -0.252
Cc1ccc(NC(=O)C2CC(=O)NC(N3CCc4ccccc43)=N2)cc1 (stereo unspecified) | -0.736
COCCNC(=O)[C@H](C)[C@H]1C[C@]1(C)[C@H](NC(=O)OCc1ccccc1)c1ccccc1 | -0.255
CCO[C@@H]1OC(C(=O)NC2CC2)=C[C@H](C(C)(C)C)[C@H]1CCCO | -0.0313

Exported with values ahead of the structure: entries from further up
Cav3 T inh | Compound
0.227 | O=C(CNC(=O)c1cccs1)NCC(=O)OCc1cccc(Cl)c1
-0.403 | CN(C)S(=O)(=O)c1cccc(NC(=O)COC(=O)CCc2nc3ccccc3s2)c1
1.07 | Cc1cc(C(=O)CSc2nnnn2C)c(C)n1-c1cccc(F)c1
-1.21 | COc1ccc(C2C(=O)N(CCc3ccccc3)CC(=O)N2C2CCCCC2)cc1 (stereo unspecified)
-3.96 | CC1CC(C)CN(c2ccc(C(=O)OCC(=O)NC3CCCc4ccccc43)cc2[N+](=O)[O-])C1 (stereo unspecified)

Further results.
SMILES | Cav3 T inh
Cc1nnc(NC(=O)CSc2nccn2-c2cccc(C)c2C)s1 | 0.323
Cc1c(NC(=O)CSc2ccccn2)c(=O)n(-c2ccccc2)n1C | 0.0254
CCOc1ccc(S(=O)(=O)Nc2ccc(C(=O)N/N=C(\C)c3ccc(-n4ccnc4)cc3)cc2)cc1 | 0.0252
Cc1ccc(N(C(=O)c2ccncc2)C2C=CS(=O)(=O)C2)cc1 (stereo unspecified) | 0.718
Cc1ccc(-c2nc3c(cnn3-c3ccccc3)c(=O)o2)cc1 | 1.05
O=C/C(=C\Nc1ccccn1)c1nc2cc(Cl)ccc2o1 | 0.0155
CCOC(=O)N1CCC(Nc2c(NCCCN(C)Cc3ccccc3)c(=O)c2=O)CC1 | -0.401
CCC(C)N(C(=O)CSc1nc(-c2ccccc2)cs1)C1CCS(=O)(=O)C1 (stereo unspecified) | -0.841
O=C(CN1CCOc2ccccc21)N1CCC(Cc2ccccc2)CC1 | -1.59
CCCCCc1c(C)nc(Nc2ccccc2)[nH]c1=O | -0.422
COc1cc(S(=O)(=O)N2CCC(c3nc4ccccc4s3)CC2)ccc1S(=O)(=O)NC1CCCC1 | 0.791
Cn1c(NCCCN2CCOCC2)nc2c1c(=O)n(Cc1ccc(Cl)cc1Cl)c(=O)n2C | 0.261
CCOC(=O)C(NC(=O)c1ccccc1)=C1C=C(C)OC(C)=C1 | -0.583
COc1cccc(NC(=O)Cn2c(SCC(=O)N3CCOCC3)nc3ccccc32)c1 | 1.1
COc1cc2c(cc1OC)-c1nnc(-c3cccs3)n1C(C)(C)C2 | -0.192
O=S(=O)(NC1CCCCC1NCc1ccco1)c1ccc(Cl)cc1 (stereo unspecified) | -1.96
Cn1c(/C(C#N)=C2/CCCCCN2)nc2ccccc21 | -0.577
COc1ccc(NC(=O)CSc2nnc(Cn3c(=O)sc4ccccc43)n2C)cc1 | 0.316
COc1ccc2c(c1)-c1c(sn(-c3ccc(OC)c(OC)c3)c1=S)C(C)(C)N2 | -4.07
Cn1cccc1C(=O)OCc1cc(Cl)cc2c1OCOC2 | -2.01
CCc1c(C)nc(N)n2c(SCC(=O)Nc3ccccc3OC)nnc12 | 0.244
Cc1noc(C)c1C(=O)NCc1ccco1 | 0.577
CC(C)C(=O)NCCc1nc(-c2ccc(Cl)cc2)no1 | -0.0338
Cc1cc(NS(=O)(=O)c2ccc(NC(=O)Cc3cccs3)cc2)no1 | 1.24

Part of the list above, with each value named.
structure: COc1ccc(NC(=O)CSc2nnc(Cn3c(=O)sc4ccccc43)n2C)cc1
  Cav3 T inh: 0.316
structure: COc1ccc2c(c1)-c1c(sn(-c3ccc(OC)c(OC)c3)c1=S)C(C)(C)N2
  Cav3 T inh: -4.07
structure: Cn1cccc1C(=O)OCc1cc(Cl)cc2c1OCOC2
  Cav3 T inh: -2.01
structure: CCc1c(C)nc(N)n2c(SCC(=O)Nc3ccccc3OC)nnc12
  Cav3 T inh: 0.244

Following part
SMILES | Cav3 T inh
Cc1ccc(C)c(NC(=O)c2sc(Cl)nc2-c2ccccc2)c1 | -1.08
CCOc1ccc(-n2c(COc3ccc(C)cc3)nnc2SCC(N)=O)cc1 | -1.17
CC(C)(C)NC(=O)Nc1ccccc1C(N)=O | 1.22
CC(C)N=c1cc2n(-c3ccc(Cl)cc3)c3ccccc3nc-2cc1Nc1ccc(Cl)cc1 | -3.9*
CCOC(=O)c1c(-c2ccc(C)s2)csc1NC(=O)c1cccs1 | 0.166
CC(=O)Nc1ccc(N2C(C(C)=O)=NN(c3ccccc3)C2c2cccs2)cc1 (stereo unspecified) | -1.13
O=c1c2c(nc3c(-c4cccc5ccccc45)c[nH]n13)CCC2 | 0.525
CC1(C)NC(=O)N(CCCOc2ccccc2Br)C1=O | 0.658

Following part:
Structure	Cav3 T inh
CCOCCCNc1nc2c(c(=O)n(C)c(=O)n2C)n1CCCc1ccccc1	0.526
O=C(CN1CCC(O)CC1)N1c2ccccc2C=Cc2ccccc21	-0.349
O=C(c1ccc(O)cc1)c1ccc(C(=O)O)c(C(=O)O)c1	0.515
CCOC(=O)C(C)Sc1nnc(-c2c[nH]c3ccccc23)n1C (stereo unspecified)	-0.351
CN(C)CCn1c(=O)n(Cc2ccco2)c(=O)c2c3c(sc21)CCCCC3	0.338
NS(=O)(=O)c1ccc(-n2ncc3c(=O)[nH]c(SCC(=O)Nc4nccs4)nc32)cc1	0.154
CCOc1ccc(NC(=O)CSc2nnc(C)n2Cc2ccccc2)cc1	0.124
CC(C)C(=O)Nc1cccc(C(=O)Nc2ccc3c(c2)OCO3)c1	-0.168
CCOC(=O)N1CCN(CC(=O)c2c(C)[nH]c3ccccc23)CC1	0.972
COc1ccc(CNC(=O)C(=O)NCC2CCCO2)cc1 (stereo unspecified)	-1.06
Nc1c(NCc2ccccc2)c(=O)[nH]c(=O)n1Cc1ccccc1	-0.0979
O=c1c2ccccc2nnn1CSc1nnc(-c2cccnc2)n1-c1ccccc1F	2.05
CCN1CCN(C2=C(Cl)C(=O)N(Cc3ccccc3)C2=O)CC1	1.38
O=c1cc(COn2nnc3ccc(C(F)(F)F)cc32)nc2sccn12	-1.05
Cc1ccc(C(N)=S)c(C)c1	0.572
COc1ccc(C(=O)N2CCN(C3CCC(c4ccccc4)CC3)CC2)cc1OC (stereo unspecified)	1.68
Cc1nc(CCNC(=O)COc2ccccc2)cs1	-1.08
CCCCNc1nc(CC(C)=O)ns1	0.33
C[C@H]1C=C(C(=O)NCc2nc3ccccc3[nH]2)O[C@@H](OCCCCO)C1	-1.6
CCN1CCN(C(=O)c2cc3nc(-c4ccccc4)cc(C(F)(F)F)n3n2)CC1	1.13
CC1(C)C[C@H](O)[C@@]23C[C@@H](OC2=O)[C@]2(C)C(=CCC4[C@@]5(C)CC[C@H](O)C(C)(C)C5CC[C@]42C)[C@@H]3C1 (stereo partly specified)	-1.11
CCO[C@H]1OC(C(=O)NCc2ccccc2)=C[C@@H](C)[C@@H]1CCCO	0.226
COc1ccc(CCNC(=O)c2cccnc2)cc1OC	0.786
CCCCn1c(SCC(=O)NCc2ccco2)nnc1-c1ccoc1C	0.648
COc1ccc(NC(=O)CS(=O)CC(=O)Nc2ccc(OC)c(OC)c2)cc1 (stereo unspecified)	0.812

The final four entries of the part before are carried over, then new ones follow:
Structure	Cav3 T inh
CCO[C@H]1OC(C(=O)NCc2ccccc2)=C[C@@H](C)[C@@H]1CCCO	0.226
COc1ccc(CCNC(=O)c2cccnc2)cc1OC	0.786
CCCCn1c(SCC(=O)NCc2ccco2)nnc1-c1ccoc1C	0.648
COc1ccc(NC(=O)CS(=O)CC(=O)Nc2ccc(OC)c(OC)c2)cc1 (stereo unspecified)	0.812
COn1c(-c2ccccc2)nc2c1CCc1c-2no[n+]1[O-]	-0.805
CCCCCCOc1ccc(OC(=O)c2ccncc2)cc1	0.088
O=C(NCc1cccs1)c1cc(-c2cccc(Cl)c2)on1	-0.443
CCOC(=O)C1=C(C)Nc2ncnn2C1c1cc(OC)ccc1OC (stereo unspecified)	2.05
O=C(Nc1nnc(-c2ccccc2Cl)o1)c1ccco1	1.21
O=c1[nH]cnc2scc(-c3ccc(-c4ccccc4)cc3)c12	-0.353
COc1ccc(-c2nc(-c3ccc(Br)o3)no2)cc1	-0.245
O=C(NCc1ccc2c(c1)OCO2)c1cccc(Cl)c1	1.49
c1ccc2c(c1)c1ccccc1n1c(-c3ccc4c(c3)OCO4)nnc21	-0.281
COc1ccc(S(=O)(=O)n2nc(C)cc2C)c(C)c1C	-0.257
O=C1CSc2ccc(C(=O)NCCC3=CCCCC3)cc2N1	-0.03
O=C(NCc1ccco1)Nc1ccc(Br)cc1	-0.202
Cc1cccc2cc3c(nc12)SC(=NCC1CCCO1)N(Cc1ccco1)C3 (stereo unspecified)	-3.25
CC(=O)N1CCCc2cc(S(=O)(=O)Nc3ccc4c(c3)OCO4)ccc21	0.261
CC(C)c1nnc(NC(=O)CCS(=O)(=O)c2nc(-c3cccs3)cc(C(F)(F)F)n2)s1	1.01
O=C(NC1CCCC1)C1CCCN1C(=O)Nc1ccccc1Cl (stereo unspecified)	-1.05
Cc1ccc(NC(=S)N2CCN(CCN3C(=O)c4cccc5cccc(c45)C3=O)CC2)cc1	0.113
CC(=O)c1cccc(NC(=O)NC(C)C2CCCO2)c1 (stereo unspecified)	0.322
O=C(O)C1CC(c2ccc(F)cc2)=NO1 (stereo unspecified)	0.495
COc1ccc(CCNC(=O)C2CCN(S(=O)(=O)c3ccc(Cl)cc3)CC2)cc1OC	-0.0351
CCOC(=O)N1CCN(C(=O)C2CC(c3ccc(F)cc3)=NO2)CC1 (stereo unspecified)	-0.264
Cc1ccc(S(=O)(=O)Cn2nnnc2C(c2ccccc2)N2CCN(c3ccccc3)CC2)cc1 (stereo unspecified)	-2.7
CC(C)(C)OC(=O)NCCCC1=CC2=CC(=O)C(C)(OC(=O)C3CCCC3)C(=O)C2=CO1 (stereo unspecified)	-0.106
COCCNc1nc2ccccc2nc1NS(=O)(=O)c1ccc(C)cc1C	-1.05
CCn1c(SCC(=O)Nc2ccccc2C(=O)OC)nnc1-c1cccc(C)c1	-0.941
CCS(=O)(=O)n1nc(-c2ccc(Cl)cc2)nc1SCc1ccccc1	-1.95
CC(C)(CO)Nc1ccc([N+](=O)[O-])cc1[N+](=O)[O-]	0.0328
CCOC(=O)N1CCC(NC(=O)CCC(=O)N2CC(C)Oc3ccc(C)cc32)CC1 (stereo unspecified)	1.5
CCCOc1ccc(Cc2nn3c(=O)/c(=C/c4ccco4)sc3nc2=O)cc1	-0.647
CCN(CC)C(=O)c1cncc(C(=O)N(CC)CC)c1-c1ccccc1	0.286
O=C(COC(=O)CCc1c[nH]c2ccccc12)NC1CCS(=O)(=O)C1 (stereo unspecified)	-0.0121
CC(C)(C)C(=O)Nc1cc(C(F)(F)F)ccc1N1CCOCC1	0.508
Clc1ccc(Cc2noc(Cc3ccccc3)n2)cc1Cl	-0.282
COc1ccc(N2CCn3c2nc2c3c(=O)n(CCCc3ccccc3)c(=O)n2C)c(OC)c1	-2.38
O=C(CCS(=O)(=O)Cc1ccc(Cl)cc1)NCCCN1CCOCC1	-0.0207
O=C(NCc1ccccn1)c1cc2ccccc2oc1=O	0.02
COc1cccc(CNC(=O)Cc2c(C(=O)O)[nH]c3ccccc23)c1	1.4
CC(=O)Nc1cc(NC(=O)C2C3C=CC(C3)C2C(=O)O)ccc1Cl (stereo unspecified)	0.665
CCN1CCN(C(=O)C2(NC(=O)Nc3cccc(F)c3)CCCCC2)CC1	-0.279
C=CCNC(=S)NNC(=O)c1ccc(OCCC)cc1	0.297
CC1CCCN(CCCNC(=O)C2CC(=O)N(c3ccc(F)c(Cl)c3)C2)C1 (stereo unspecified)	0.114
CC(C)c1nc2oc3c(NCc4cccnc4)ncnc3c2c2c1CCC2	0.0537
COC(=O)C1C(=O)CC(C)(O)C(C(=O)OC)C1c1ccccc1F (stereo unspecified)	0.644
COC(=O)C1(C)NC(c2ccc(O)cc2)C2C(=O)N(c3ccc4c(c3)OCCO4)C(=O)C21 (stereo unspecified)	0.0655
O=C(NC12CC3CC(CC(C3)C1)C2)N1CCC(O)(c2ccc3c(c2)OCO3)CC1	-0.241
c1ccc(CCc2nc(-c3ccccn3)no2)cc1	0.365
COc1nccnc1NS(=O)(=O)c1ccc(NS(=O)(=O)c2ccc(NC(C)=O)cc2)cc1	0.0837
CC1CC(=O)C=C(O)C1C(=O)OC(C)(C)C (stereo unspecified)	0.231
COC(=O)CCC(=O)OC1(C)C(=O)C2=CN(Cc3ccc4c(c3)OCO4)C(c3ccc(OC)cc3)=CC2=C(Br)C1=O (stereo unspecified)	-0.384
CC(C)CCNC(=O)NC(=O)COC(=O)C1=COCCO1	-0.349
